Source: PubChem (several laboratories)
C8 TRAIL sens: sensitizes caspase-8 expressing cells to TRAIL | NB7+C8 cells + TRAIL, ATPlite viability luminescence | inhibition (viability loss, TRAIL sensitization), % at 10 µM | actives 1% (n = 360,000);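 active means compounds causing at least 50% loss of cell viability in the single-dose screen, relative to plate controls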
SRC3 inh: inhibitors of human steroid receptor coactivator 3 (SRC3) | Q9Y6Q9 | HEK293 GAL4-SRC3 luciferase reporter, luminescence | inhibition, % at 3.6 µM | actives 0.17% (n = 360,000);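 active means inhibition above a per-campaign cutoff, the mean of all compounds plus 3 SD, cut at about 60% in these data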;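 further: 0% = DMSO-treated cells and 100% = gossypol-treated cells at 36 µM; higher means less SRC3-driven luciferase light from the GAL4 reporter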
Target sequence (Q9Y6Q9 whole entry, looked up, the tested form may be a part): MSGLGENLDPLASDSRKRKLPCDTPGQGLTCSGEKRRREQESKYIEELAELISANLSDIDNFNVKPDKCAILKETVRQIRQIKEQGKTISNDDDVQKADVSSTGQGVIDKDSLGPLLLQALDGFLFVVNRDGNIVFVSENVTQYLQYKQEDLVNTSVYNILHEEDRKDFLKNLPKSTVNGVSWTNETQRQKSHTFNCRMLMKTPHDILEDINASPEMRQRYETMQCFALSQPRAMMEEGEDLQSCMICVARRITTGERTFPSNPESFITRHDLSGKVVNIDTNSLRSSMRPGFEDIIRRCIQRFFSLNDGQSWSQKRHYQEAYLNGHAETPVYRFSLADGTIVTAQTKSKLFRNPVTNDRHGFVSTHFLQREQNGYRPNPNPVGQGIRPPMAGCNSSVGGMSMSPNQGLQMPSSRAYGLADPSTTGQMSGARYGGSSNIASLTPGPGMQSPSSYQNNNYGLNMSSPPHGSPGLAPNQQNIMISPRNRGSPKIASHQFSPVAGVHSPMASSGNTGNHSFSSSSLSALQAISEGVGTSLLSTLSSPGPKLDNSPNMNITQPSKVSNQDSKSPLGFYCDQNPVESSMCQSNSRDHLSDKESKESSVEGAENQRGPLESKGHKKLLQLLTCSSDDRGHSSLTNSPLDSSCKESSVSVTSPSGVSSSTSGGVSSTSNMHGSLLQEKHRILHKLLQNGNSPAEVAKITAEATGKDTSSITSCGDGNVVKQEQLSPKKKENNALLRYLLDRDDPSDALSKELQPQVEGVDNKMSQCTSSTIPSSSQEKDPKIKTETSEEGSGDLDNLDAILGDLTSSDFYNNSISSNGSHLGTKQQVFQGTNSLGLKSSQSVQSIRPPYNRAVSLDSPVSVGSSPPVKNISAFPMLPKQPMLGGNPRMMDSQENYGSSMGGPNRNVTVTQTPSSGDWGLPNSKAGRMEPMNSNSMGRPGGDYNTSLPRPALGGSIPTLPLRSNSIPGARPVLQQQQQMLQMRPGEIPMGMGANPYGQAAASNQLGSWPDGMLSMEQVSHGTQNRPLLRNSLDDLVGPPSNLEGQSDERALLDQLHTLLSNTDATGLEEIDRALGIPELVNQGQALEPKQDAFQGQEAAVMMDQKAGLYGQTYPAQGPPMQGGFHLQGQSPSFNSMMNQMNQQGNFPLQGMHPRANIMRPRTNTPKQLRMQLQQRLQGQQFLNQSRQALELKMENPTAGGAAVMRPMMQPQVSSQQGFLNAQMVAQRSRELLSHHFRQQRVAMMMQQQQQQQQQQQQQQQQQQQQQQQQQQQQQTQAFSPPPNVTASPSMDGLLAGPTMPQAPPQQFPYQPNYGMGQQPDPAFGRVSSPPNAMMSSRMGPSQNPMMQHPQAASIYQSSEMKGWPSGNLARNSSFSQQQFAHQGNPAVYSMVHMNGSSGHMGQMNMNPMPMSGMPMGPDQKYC
EBV LMP1 NFkB: Epstein-Barr LMP1 NF-kappaB reporter inhibition; LMP1-induced NF-kappaB luciferase reporter cells, luminescence; inhibition, % at 12.5 µM; actives 0.69% (n = 350,000); in the data active means inhibition above about 41%;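 further: 0% = neutral control wells and 100% = reference inhibitor control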
Shn3 3UTR inh: Schnurri-3 reporter inhibition in Clone20 osteoblasts; Clone20 osteoblast Shn3 3'UTR firefly luciferase, 24 h; inhibition, % at 12.5 µM; actives 0.52% (n = 360,000);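 active means mean inhibition of at least 75% with every replicate also reaching 75%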;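 further: 0% = median of neutral control wells and 100% = pilot-screen positive control compound; some compounds past the cut are filed as inactive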
CF NFkB block: inhibitors of cystic fibrosis induced NF-kB; KKLEB NF-kB-GFP reporter, PAF-induced, GFP fluorescence overnight; AID 588850; inhibition, % at 5 µM; actives 0.86% (n = 360,000);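 active means at least 50% inhibition at 5 µM, scaled per plate between neutral and stimulator controls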;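 further: PAF is a Pseudomonas aeruginosa culture filtrate used as stimulus; plate controls were PAF-stimulated DMSO wells for no effect and unstimulated DMSO wells for full effect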
LRH-1 inv ag: NR5A2 inverse agonism in reporter assay; actives 0.13% (n = 360,000); inhibition, % at 3.6 µM; HEK293T StAR-luciferase reporter, LRH-1 transfected, 24 h;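 active means inhibition above the mean inhibition of all tested compounds plus 3 SD, cut at about 73% in these data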;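 further: 0% = DMSO wells and 100% = reporter-only cells lacking LRH-1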
KKLEB cytotox: CF airway cell cytotoxicity counter-screen. KKLEB CF airway cells viability, ATPlite luminescence, overnight; stronger effect = lower value; cells stimulated with P. aeruginosa culture filtrate. activity change (cytotoxicity), % at 5 µM. actives 0.36% (n = 360,000). AID 602141;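 active means corrected activity change at or below -50% at 5 µM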
TROY signal inh: inhibitors of TROY-dependent NF-kB signaling. Q293 LMP1-TROYcd NF-kB luciferase reporter, 4 h. actives 0.98% (n = 360,000). inhibition, % at 10 µM;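 active means compounds whose plate-normalised and pattern-corrected inhibition of the luciferase reporter signal at the single screening dose is 50% or more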
TWEAK Fn14 block: inhibitors of TWEAK-Fn14 interaction signaling. TWEAK-stimulated Fn14 reporter cells, luciferase luminescence, 8 h. actives 2% (n = 360,000). inhibition, % at 10 µM. AID 1159606; in the data active means inhibition above about 50%
COUP-TFII inh: NR2F2 (human) inhibition, primary screen | HEK293T NGFI-A luciferase reporter, luminescence | P24468 | inhibition, % at 8.6 µM | actives 0.7% (n = 370,000);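 active means inhibition above a per-plate cutoff, mean inhibition of test wells between control levels plus 3 SD, cut at about 38% in these data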;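 further: cells cotransfected with COUP-TFII expression vector driving the NGFI-A reporter; 0% = median of COUP-TF2 test wells and 100% = reporter-only cells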
SRC1 inh: inhibits human SRC1 coactivator | HEK293 GAL4-SRC1 luciferase reporter, luminescence | inhibition, % at 3.6 µM | actives 0.12% (n = 360,000) | AID 588354;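 active means inhibition above the campaign mean plus 3 SD, with each screening campaign given its own cutoff, cut at about 60% in these data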;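 further: 0% = DMSO treated cells and 100% = gossypol at 36 µM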
An asterisk follows results filed as active; nt = no result given. Only part of the results is shown (hit frequency here may not be typical).

SMILES	C8 TRAIL sens	SRC3 inh	EBV LMP1 NFkB	Shn3 3UTR inh	CF NFkB block	LRH-1 inv ag	KKLEB cytotox	TROY signal inh	TWEAK Fn14 block	COUP-TFII inh	SRC1 inh
CCOC(=O)Cc1c(C)nc2c(-c3ccccc3)cnn2c1C	-0.7	-23.5	-17.4	-40.1	12.7	-53.3	-10.1	-51.1	-21.4	-45.0	-49.5
CC(C)CCOc1ccc(C(=O)NCC(c2cccs2)N2CCOCC2)cc1 (stereo unspecified)	0.3	2.4	-0.1	10.2	-24.6	-6.7	2.4	-10.5	-5.4	8.9	1.2
N#Cc1c(-n2cccc2)cccc1-n1cccc1	-0.3	7.4	4.2	24.3	-9.6	-22.8	7.7	-3.5	-17.6	4.1	-28.2
N=C1C(c2ccccc2)=C(O)CN1c1cccc(S(=O)(=O)N2CCCCC2)c1	13.3	21.7	-2.1	57.9	-8.3	11.8	11.2	-10.4	-21.4	-18.6	-4.3
Nc1ncnc2nc(SCCOc3ccc(Cl)cc3)[nH]c12	-5.7	-23.6	1.7	-13.4	9.7	-4.1	-23.1	16.6	-7.7	-8.6	-41.3
NC(=O)c1c(N)[nH]c(C(=O)c2ccccc2)c1-c1ccncc1	-12.7	nt	nt	nt	nt	4.2	nt	-4.0	8.0	-7.9	nt
CCC(CC)C(=O)N1N=C(c2ccc(NS(C)(=O)=O)cc2)CC1c1ccc(C)cc1 (stereo unspecified)	13.5	5.0	-2.8	8.7	-7.9	12.3	-4.8	8.9	-1.6	-13.3	-8.0
CC(C)N1CCc2c(sc(NC(=O)c3ccc(S(=O)(=O)N4CCc5ccccc54)cc3)c2C(N)=O)C1	31.0	4.2	-11.1	18.5	-52.7	12.4	-1.1	7.7	16.5	nt	10.4
Cc1ccc(NC(=O)CNc2ccccc2N2CCCC2=O)cc1S(=O)(=O)N1CCCCC1	-0.5	8.7	-8.2	16.0	-2.0	-9.5	10.1	11.2	18.1	-20.4	-3.2
COc1ccc(CCOC(=O)c2ccc(NC(=O)CC#N)cc2)cc1	-6.5	-23.6	-11.4	15.3	4.0	-9.0	19.9	-21.5	-29.6	-14.8	-26.6
COc1ccc(N2CCN(CC(=O)Nc3ccc(SC(F)F)cc3)CC2)cc1	-2.3	12.8	6.0	13.0	11.5	0.2	-6.6	17.5	-0.1	17.2	-31.4
CCOC(=O)[C@]12CCC=C1N(Cc1ccc3c(c1)OCO3)C(=O)[C@H](CC(=O)N1CCCC1)C2	-5.4	nt	nt	nt	nt	10.9	nt	-5.5	3.6	14.3	nt
COc1ccc(-c2cc(-c3nnc(COC(=O)c4ccncc4)o3)c3ccccc3n2)cc1OC	19.9	12.3	11.1	-6.3	-7.2	6.4	-16.3	-3.2	-16.1	10.3	-16.0
COc1cc(CNCc2ccc(OC)c3ccccc23)cc(OC)c1OC	20.5	13.3	15.7	81.1	12.7	13.1	-9.5	39.9	-29.1	29.2	22.1
O=C(Nc1cnn(C23CC4CC(CC(C4)C2)C3)c1)c1cnn2cccnc12	31.1	-55.3	-1.8	-34.2	0.1	-120.9	-3.1	-3.0	-3.6	-32.1	-114.2
Oc1c(Br)cc(Br)cc1CNc1ccc(F)cc1	-12.4	-2.7	1.4	-13.1	45.3	0.8	-8.5	26.5	10.9	12.2	4.9
COc1cccc(CNC(=O)C2CCCN(C(=O)c3ccc(Cl)cc3)C2)c1 (stereo unspecified)	-4.4	0.7	-32.7	7.8	2.7	-4.0	-4.8	-9.6	-11.0	8.8	-13.5
Cn1c(SCC(=O)N2CCCc3ccccc32)nc2cccnc21	16.4	5.4	1.5	24.6	1.5	17.1	1.4	1.3	4.0	-1.8	8.7
CCOC(=O)N1CCN(C(=O)c2cc(COc3ccc(OC)cc3Cl)on2)CC1	10.4	-35.9	-7.1	-14.8	-9.3	-20.1	-14.0	-42.4	-32.7	-19.1	-15.2
CCCCCCc1ccc(-c2ncc(N)cn2)cc1	36.8	-94.5	-47.1	-60.2	-11.3	-83.4	4.5	-56.4	18.5	-21.1	-76.5
C=CCn1c(SCC(=O)c2ccc(OC)cc2)nnc1C(C)NC(=O)c1cccs1 (stereo unspecified)	10.9	-5.4	-3.8	22.1	-2.3	8.4	10.0	-1.5	-0.5	-8.4	-4.6
COc1cc(Cn2c(N)c(C#N)c3nc4ccccc4nc32)cc(OC)c1	-21.7	12.6	-59.8	-3.2	-16.6	7.1	-11.4	23.4	19.6	2.2	-30.3
O=C(COc1ccc(F)cc1Br)NCc1nnc2ccccn12	-7.2	-1.0	30.4	-22.3	-18.2	4.9	19.9	-7.6	2.4	11.4	7.1
c1ccc2sc(NC3=NCN(C4CCCCC4)CN3)nc2c1	-1.1	-5.5	-12.4	9.2	4.2	-0.2	0.1	-10.9	-13.4	nt	-4.9
CCOc1ccccc1NC(=O)Nc1c(C)n(-c2ccccc2)c(=O)n1C	-3.5	16.1	-5.6	-4.0	-8.8	-3.9	0.9	-8.2	-7.0	-7.2	-14.1
Cc1ccc(C2C(C#N)=C(N)Oc3cc(N)ccc32)cc1 (stereo unspecified)	-5.1	-6.3	-15.0	12.2	13.1	12.0	1.6	0.5	15.1	21.3	5.0
CCOC(=O)c1[nH]c(C)c(C(=O)N2CCN(C(=O)OCC)CC2)c1CC	-3.0	-16.3	4.6	-2.3	11.2	1.2	-5.9	-12.5	-9.0	4.2	9.6
COC(=O)C1CCN(C(=O)c2ccccc2Oc2ccccc2)CC1	2.5	-3.5	3.2	8.6	-0.7	-2.8	3.7	-10.0	-1.7	0.3	-2.3
Cc1cccc(NC(=O)CSc2nnc(CNC(=O)c3ccc(S(=O)(=O)N(C)C)cc3)n2-c2ccc(F)cc2)c1	-14.8	7.7	14.3	-2.9	-3.0	-9.0	11.3	-17.6	-7.5	-7.7	-3.8
COc1ccc(OCCCC(=O)Nc2ccc(OC)c(S(=O)(=O)N3CCOCC3)c2)cc1	-6.6	15.0	-2.3	-27.6	2.1	5.8	-12.3	-0.5	3.8	0.1	-6.0
CCc1ccc(NC2CC(=O)N(c3ccc(OC)cc3OC)C2=O)cc1 (stereo unspecified)	1.9	0.4	6.3	24.6	-3.0	-4.5	4.1	-5.1	9.7	4.3	6.3
Cc1ccccc1-c1cc2nc(-c3ccc([N+](=O)[O-])cc3)cc(=O)n2[nH]1	0.4	13.0	3.4	11.0	3.2	-13.7	-7.8	1.5	-24.2	15.6	13.6
COCCOC(=O)CC1=NC(=O)CS1	2.6	15.4	-2.3	-7.4	8.1	13.5	-5.0	10.8	-13.2	-6.2	-2.6
Cc1ccsc1C(=O)OCC(=O)NCc1ccccc1	-5.9	-15.8	-6.4	-45.2	7.5	-16.4	-6.1	-59.0	-22.5	-23.8	-19.2
Cc1onc(C(=O)N2CCOCC2)c1[N+](=O)[O-]	-10.0	9.6	-3.5	25.2	-4.8	6.5	-11.0	-16.7	23.6	4.4	-1.2
O=C(N[C@@H](Cc1ccccc1)C(=O)NCCc1c[nH]c2ccccc12)c1ccco1	6.1	-7.7	-7.4	5.5	-15.8	6.6	5.8	-5.5	30.2	-20.5	-6.0
CCC(C)Nc1c([N+](=O)[O-])cc(C)cc1[N+](=O)[O-] (stereo unspecified)	-7.5	-8.4	1.5	-28.8	13.5	2.3	-2.5	14.6	5.5	-0.7	-3.0
COc1ccc(NC(=S)Nc2ccccc2C(F)(F)F)cc1	-0.1	0.7	-7.4	-12.2	-5.3	-5.9	1.3	-4.2	-34.9	-4.0	-2.6
O=C(CN(Cc1ccc(Cl)c(Cl)c1)S(=O)(=O)c1ccccc1)N/N=C\c1ccc2c(c1)OCO2	-4.9	-2.3	-13.2	32.3	-14.2	-3.1	5.7	14.2	24.5	nt	-12.4
CCN(C(=O)CSc1nc2ccccc2n1CC(C)C)c1c(N)n(Cc2ccccc2)c(=O)[nH]c1=O	9.0	3.0	4.7	4.0	-1.9	11.8	7.2	-1.4	-20.9	-2.0	-6.2
CC(NC(=O)c1ccc(CS(=O)(=O)c2cccc(C(F)(F)F)c2)o1)c1ccc2c(c1)OCCO2 (stereo unspecified)	1.4	-6.3	19.1	4.1	-8.2	16.3	-12.1	-7.5	-6.0	13.1	-13.0
Cc1cc(C)c(C)c(N=Nc2nc3ccccc3n2C)c1C	17.8	14.0	-5.5	5.2	-4.6	9.2	-2.1	36.6	45.2	-1.5	19.9
CN(C)c1ccc(/C=N/NC(=O)c2cnc3ccccc3c2)cc1	5.7	-22.6	-0.9	-68.0	-7.1	-22.0	0.8	-10.6	8.9	-14.7	-6.5
CNC(=O)Nc1ccc(Cl)cc1	0.9	-0.1	-12.0	0.8	-21.0	9.1	3.3	-23.4	-26.4	-9.1	-18.5
O=C(c1cccc(F)c1)N1CCN(Cc2c[nH]c3ccccc23)CC1	7.7	10.5	-2.3	-13.7	0.4	16.4	6.0	13.3	-30.7	nt	9.5
O=C(Nc1cccc2cccnc12)c1ccc(Br)o1	6.2	-8.1	-9.6	-11.3	0.0	19.3	9.3	-28.9	21.1	5.1	-6.0
CCn1c(=NC(=O)C2COc3ccccc3O2)sc2c(C)ccc(OC)c21 (stereo unspecified)	8.4	13.1	7.9	-11.8	26.6	-6.7	-15.4	45.2	-17.1	-5.9	-20.4
COc1ccc(C(=O)O)cc1NC(=S)NC(=O)/C=C/c1ccc(C(C)C)cc1	-22.9	-2.6	5.0	-7.0	9.2	-3.5	0.8	-42.4	18.6	10.0	-1.8
CCOc1ccccc1NC(=S)Nc1ccc2cn[nH]c2c1	-5.0	26.6	-1.6	-23.0	57.6*	-6.4	2.3	17.4	22.8	21.4	20.4
Fc1ccccc1-c1n[nH]c(=S)n1/N=C/c1c[nH]c2ccccc12	-3.1	4.5	-1.6	-6.7	-6.4	10.4	-10.7	-4.8	0.6	-5.8	-11.4
CCC(=O)Nc1nnc(SCc2cccc(F)c2)s1	1.6	-4.7	2.6	-4.7	-2.3	10.5	-0.5	-6.1	5.5	-25.3	-12.7
COc1ccc(CN(C)S(=O)(=O)c2ccc3c(c2)OCCO3)cc1	1.3	-19.0	-6.0	1.2	-9.9	-0.8	2.7	-23.4	-5.1	-10.7	-36.4
Oc1ccc(CCc2ccccn2)cc1	5.4	-20.0	-5.6	-30.0	6.5	-31.8	-8.8	-37.5	-15.5	-5.2	-17.7
Cc1nc2sccn2c(=O)c1S(=O)(=O)N1CCN(c2ccccc2F)CC1	-5.4	-7.5	nt	10.3	-2.8	9.3	13.9	-1.9	6.5	-5.2	-7.8

An excerpt from above in order of heavy-atom count, highest first:
SMILES	C8 TRAIL sens	SRC3 inh	EBV LMP1 NFkB	Shn3 3UTR inh	CF NFkB block	LRH-1 inv ag	KKLEB cytotox	TROY signal inh	TWEAK Fn14 block	COUP-TFII inh	SRC1 inh
CCn1c(=NC(=O)C2COc3ccccc3O2)sc2c(C)ccc(OC)c21 (stereo unspecified)	8.4	13.1	7.9	-11.8	26.6	-6.7	-15.4	45.2	-17.1	-5.9	-20.4
O=C(Nc1cccc2cccnc12)c1ccc(Br)o1	6.2	-8.1	-9.6	-11.3	0.0	19.3	9.3	-28.9	21.1	5.1	-6.0
Oc1ccc(CCc2ccccn2)cc1	5.4	-20.0	-5.6	-30.0	6.5	-31.8	-8.8	-37.5	-15.5	-5.2	-17.7
